Growth percent in the NCI-60 one-dose screen (48 h, 10 µM unless noted): 100 = growth as untreated, 0 = no growth, -100 = all killed.
OVCAR-3 = OVCAR-3 ovarian cancer | hit rate 7% among 79,000 | AID 1794787
U251 = U251 CNS tumor cells; AID 1794753; hit rate 5.4% among 80,000
SK-OV-3 = SK-OV-3 ovarian cancer cells. hit rate 3.2% among 80,000
PC-3 = PC-3 prostate cancer cells; hit rate 3.9% among 80,000; AID 1794754
SF-295 = SF-295 CNS cancer cells; AID 1794758; hit rate 5.6% among 79,000
DU-145 = DU-145 prostate cancer; hit rate 4.2% among 81,000
OVCAR-4 = OVCAR-4 ovarian cancer cells. AID 1794784. hit rate 3.7% among 80,000
OVCAR-5 = OVCAR-5 ovarian cancer; hit rate 2.9% among 82,000; AID 1794783
OVCAR-8 = OVCAR-8 ovarian cancer; hit rate 4.4% among 81,000
* marks the source's active call; other numbers are inactive results; / = no result given; & = joins results of further samples. Rule for the calls: active = growth percent below 10; inactive = the rest.

SMILES	OVCAR-3	U251	SK-OV-3	PC-3	SF-295	DU-145	OVCAR-4	OVCAR-5	OVCAR-8
COc1ccc(S(=O)(=O)N2C(=O)N[C@H](OC)[C@H]2OC)c(OC)c1	105.8	104.4	102.3	95.9	97.9	118.4	97.4	109.1	107.1
COc1ccc(C2Nc3ccccc3-n3cccc32)cc1OC (stereo not given)	101.2	96.9	122.6	69.9	96.0	108.2	97.5	79.6	88.2
C=CCN(CC=C)C(=O)OCC	115.4	100.9	106.2	99.3	102.4	110.8	112.1	106.2	104.5
CCN=c1cc2sc3cc(NCC)c(C)cc3nc-2cc1C	-33.8*	10.7	16.1	3.9*	-72.4*	-18.9*	17.2	27.5	-16.3*
CCC#CC[C@H]1C/C=C2/C(=O)C=C[C@@H]2C/C=C\CCCC(=O)O1	6.8*	-11.2*	26.5	-19.7*	4.5*	9.4*	40.1	18.4	13.6
CC(=O)OCC1OC(OCC2OC(OC(C#N)c3ccccc3)C(OC(C)=O)C(OC(C)=O)C2OC(C)=O)C(OC(C)=O)C(OC(C)=O)C1OC(C)=O (stereo not given)	109.2	97.2	107.5	87.7	105.3	110.9	114.8	97.5	96.9
O=C(Nc1ccc2ncnc(Nc3nccs3)c2c1)c1cccs1	65.9	83.1	81.7	51.1	56.3	52.7	58.1	85.8	47.7
C=CCn1c(=O)n(C)c(=O)c2c1nc(Cl)n2C	122.5	108.6	109.5	130.3	104.2	123.8	91.7	100.9	110.0
CCN1CCC2(CC1)NC(=O)c1c(c3ccc(Cl)c(Cl)c3n1C)C2C#N (stereo not given)	56.2	57.0	87.6	47.1	70.8	72.7	63.8	74.3	76.9
COC(=O)CCc1c[nH]c2ccc([N+](=O)[O-])cc12	114.4	107.1	113.8	95.6	113.8	109.4	107.2	94.5	101.6
CCN(CC)CCCC(C)Nc1c2ccc(Cl)cc2nc2ccc(O)cc12 (stereo not given)	54.8	32.5	58.1	48.7	61.0	41.3	24.6	74.3	30.1
COc1ccc(NC(=O)c2nc(-c3cc(OC)c(OC)c(OC)c3)n(-c3ccc(F)c(F)c3)n2)cc1	108.1	97.2	85.1	98.5	95.4	108.4	96.0	100.2	106.7

Some of these compounds in order of count of non-hydrogen atoms, low to high.
SMILES	OVCAR-3	U251	SK-OV-3	PC-3	SF-295	DU-145	OVCAR-4	OVCAR-5	OVCAR-8
C=CCN(CC=C)C(=O)OCC	115.4	100.9	106.2	99.3	102.4	110.8	112.1	106.2	104.5
C=CCn1c(=O)n(C)c(=O)c2c1nc(Cl)n2C	122.5	108.6	109.5	130.3	104.2	123.8	91.7	100.9	110.0
COC(=O)CCc1c[nH]c2ccc([N+](=O)[O-])cc12	114.4	107.1	113.8	95.6	113.8	109.4	107.2	94.5	101.6
CCN=c1cc2sc3cc(NCC)c(C)cc3nc-2cc1C	-33.8*	10.7	16.1	3.9*	-72.4*	-18.9*	17.2	27.5	-16.3*
CCC#CC[C@H]1C/C=C2/C(=O)C=C[C@@H]2C/C=C\CCCC(=O)O1	6.8*	-11.2*	26.5	-19.7*	4.5*	9.4*	40.1	18.4	13.6
O=C(Nc1ccc2ncnc(Nc3nccs3)c2c1)c1cccs1	65.9	83.1	81.7	51.1	56.3	52.7	58.1	85.8	47.7
CCN1CCC2(CC1)NC(=O)c1c(c3ccc(Cl)c(Cl)c3n1C)C2C#N (stereo not given)	56.2	57.0	87.6	47.1	70.8	72.7	63.8	74.3	76.9
CCN(CC)CCCC(C)Nc1c2ccc(Cl)cc2nc2ccc(O)cc12 (stereo not given)	54.8	32.5	58.1	48.7	61.0	41.3	24.6	74.3	30.1
COc1ccc(NC(=O)c2nc(-c3cc(OC)c(OC)c(OC)c3)n(-c3ccc(F)c(F)c3)n2)cc1	108.1	97.2	85.1	98.5	95.4	108.4	96.0	100.2	106.7
CC(=O)OCC1OC(OCC2OC(OC(C#N)c3ccccc3)C(OC(C)=O)C(OC(C)=O)C2OC(C)=O)C(OC(C)=O)C(OC(C)=O)C1OC(C)=O (stereo not given)	109.2	97.2	107.5	87.7	105.3	110.9	114.8	97.5	96.9

Continued.
SMILES	OVCAR-3	U251	SK-OV-3	PC-3	SF-295	DU-145	OVCAR-4	OVCAR-5	OVCAR-8
O=C(Nc1ccccc1)c1cc([N+](=O)[O-])ccc1O	100.7	94.4	101.5	92.7	100.3	106.6	102.9	109.3	99.2
COC(=O)c1ccc(C(=O)Nc2sc3c(c2C(N)=O)CCCC3)cc1	113.0	108.8	108.9	99.0	223.5	104.4	104.5	103.3	62.9
O=C1NC(=O)C(O)(C(=O)O)N1 (stereo not given)	103.8	100.1	107.6	104.1	108.8	107.7	109.4	103.9	105.9
CCN1C(=O)N(CC)C2Nn3c(s/c(=C\c4ccc(Br)cc4)c3=O)=NC21 (stereo not given)	106.6	97.7	95.6	93.9	98.9	106.2	104.7	89.5	96.5
O=C1c2[nH]c3ccccc3c2CC1N1C(=O)c2ccccc2C1=O (stereo not given)	95.7	101.5	101.1	100.0	96.5	97.6	117.6	98.6	90.5
O=c1cc(-c2ccccc2)oc2cc(OCc3cn(Cc4ccc([N+](=O)[O-])cc4)nn3)cc(O)c12	112.5	93.2	/	92.5	97.0	107.2	97.4	95.9	91.5
O=C(CSc1nnc2n3c(nn12)SCC(c1ccccc1)=N3)c1ccc(Cl)cc1	111.2	107.9	108.1	110.1	109.4	106.5	103.9	110.9	105.5
O=C(c1ccccc1)c1c(/C=C/c2ccc(Br)cc2)nc2ccccc2c1/C=C/c1ccc(Cl)cc1	95.3	94.8	93.8	85.2	102.9	101.0	96.8	92.8	96.2
C#CCOc1cccc(-c2nc(N)nc(Nc3ccccc3SSc3ccccc3Nc3nc(N)nc(-c4cccc(OCC#C)c4)n3)n2)c1	79.7	-48.9*	91.5	7.3*	-69.8*	55.2	80.9	45.0	16.7
Cn1ncc2ncc(-c3ccc4ncnc(NCc5ccccc5)c4c3)cc21	88.3	87.7	101.5	67.9	92.6	75.6	82.8	77.7	81.2
Cc1ccc(S(=O)(=O)Oc2ccccc2[N+](=O)[O-])cc1	119.2	102.9	117.8	96.7	110.3	109.3	118.0	110.3	104.9
O=C(NCCCN1CCOCC1)c1cccc(N2C(=O)/C(=C/c3ccc(F)cc3)SC2=S)c1	99.5	100.3	108.0	75.3	95.5	100.9	93.8	103.6	100.4

Brought forward from above: two entries; new compounds follow.
SMILES	OVCAR-3	U251	SK-OV-3	PC-3	SF-295	DU-145	OVCAR-4	OVCAR-5	OVCAR-8
Cc1ccc(S(=O)(=O)Oc2ccccc2[N+](=O)[O-])cc1	119.2	102.9	117.8	96.7	110.3	109.3	118.0	110.3	104.9
O=C(NCCCN1CCOCC1)c1cccc(N2C(=O)/C(=C/c3ccc(F)cc3)SC2=S)c1	99.5	100.3	108.0	75.3	95.5	100.9	93.8	103.6	100.4
COC(=O)[C@]12CC[C@@H](C)[C@H](C)[C@@H]1C1=CC[C@@H]3[C@@]4(C)C(C=O)=C[C@@](C)(COS(C)(=O)=O)C4=CC[C@@]3(C)[C@]1(C)CC2	-85.7*	-93.6*	17.1	-19.9*	-60.2*	-92.2*	-61.1*	-35.9*	-12.0*
NS(=O)(=O)c1ccc(NC(=O)/C(=C\c2ccc(Br)cc2)NC(=O)c2ccccc2)cc1	103.2	93.1	101.3	92.7	99.2	107.7	93.6	99.8	101.6
Cc1c(Cl)ccc2c1N1OC(C2)C[C@H]1/C=C/c1ccccc1 (stereo not given in full)	101.3	98.7	95.7	/	105.3	92.2	69.1	101.3	100.2
CC1(C)CC[C@]2(C(=O)O)CC[C@]3(C)C(=CCC4[C@@]5(C)C[C@@H](O)[C@@H]6OC(c7cccc([N+](=O)[O-])c7)OC[C@@]6(C)C5CC[C@]43C)C2C1 (stereo not given in full)	81.9	41.5	105.2	65.0	36.8	60.1	83.2	97.2	58.7
CC1C(=O)C2=C(CCC2)c2cn(Cc3ccccc3)c3cccc1c23 (stereo not given)	93.0	81.1	92.9	70.3	71.8	89.5	61.5	92.1	73.9
O=C(CNc1nc2ccccc2s1)Nc1ccc(-c2nc3ccccc3s2)cc1	98.0	89.1	107.2	95.0	107.5	105.6	101.8	98.4	102.3
COc1cccc(/C=N/NC(=O)CSc2nc3ccccc3c(=O)n2CCc2ccc(S(N)(=O)=O)cc2)c1	101.3	101.1	111.8	80.3	81.5	88.3	68.7	94.5	63.1
Nc1[nH]c(=O)[nH]c(=O)c1N=Cc1ccccc1	127.2	105.4	102.7	101.3	126.5	117.7	105.7	104.7	112.4
Cc1onc(-c2c(Cl)cccc2Cl)c1C(=O)Nc1ccccc1CC1c2ccccc2CCN1C (stereo not given)	86.7	87.9	80.4	50.4	91.8	117.1	75.0	103.0	89.3
Cc1nc2c(nnn2-c2ccccc2)c2nc(-c3ccc(Cl)cc3)oc(=O)c12	118.2	106.1	118.8	104.8	101.7	118.6	114.4	104.4	110.0
CNC(=O)c1c(NC(=O)c2ccc(C(C)(C)C)cc2)sc2c1CCC(=O)C2	-21.4*	4.1*	0.6*	-0.7*	2.2*	27.7	-66.4*	9.1*	15.7
CC(C)N(C(=O)c1cccc([N+](=O)[O-])c1)C(C)C	/	96.9	100.1	92.6	129.6	109.9	106.0	98.3	111.8
CCCNC(=O)Oc1ccc(/C(=C(/CC)Cc2ccccc2)c2ccc(OCCN3CCCCC3)cc2)cc1	97.3	91.1	95.9	84.9	105.0	101.8	98.4	110.4	92.4
Cc1ccc(/C=C2/SC(=O)N(CC(=O)N3CCN(c4cc5c(cc4F)c(=O)c(C(=O)O)cn5C4CC4)CC3)C2=O)cc1	113.0	97.2	/	103.8	100.8	113.4	104.5	99.1	98.9
COc1cc(-c2noc(CNC(=O)OCc3ccccc3)n2)cc(OC)c1OC	108.7	101.1	103.8	86.0	104.4	105.6	98.5	96.8	99.0
CC(C)(C)c1nn(-c2ccccc2)c2c1COCN2Cc1ccc2c(c1)OCO2	106.1	92.7	87.2	69.8	138.5	102.9	75.5	108.6	91.8
CC12CCC3C(CCC4=C(O)C(=S)CCC43C)C1CCC2=S (stereo not given)	105.7	102.0	118.5	89.3	124.3	115.4	102.4	108.4	89.9
C=C(OC1C(C(C)C)CCC2(C)C1[O+]2c1ccc(C(C)C)cc1)C(O)(CCC(C)(O)C(=O)OC1(C(C)C)CC=C(C)CC1)C(C)C (stereo not given)	106.5	97.8	106.0	103.6	99.7	111.9	101.0	97.6	100.0
CCOC(=O)CC[C@H](NC(=O)c1ccc(NC(=O)Cn2cnc3c(c(SC)nn3-c3ccc(Br)cc3)c2=O)cc1)C(=O)OCC	107.7	102.8	105.7	103.0	94.0	100.5	104.3	102.8	105.8
Cc1cccc(OC(=O)Cc2ccccc2)c1	109.9&102.9	105.4&104.5	99.5&101.0	97.5&97.6	101.5&114.1	104.9&101.9	104.2&114.8	110.9&104.4	111.5&106.2
NCC(O)CN	107.6	103.5	99.7	103.5	109.5	106.7	109.7	106.5	106.8
COc1ccc2cc1Oc1ccc(cc1)C[C@H]1c3cc(c(OC)cc3CCN1C)Oc1c(OC)c(OC)cc3c1[C@H](C2)N(C)CC3	70.4	24.2	110.1	/	71.8	/	/	/	/
O=C1CCN(S(=O)(=O)c2ccc(OC(F)(F)F)cc2)CC1	109.7	99.7	101.9	99.6	99.8	106.3	105.1	91.3	101.2
COc1ccc(COC(=O)c2ccc(C(C)C)cc2)cc1	105.8	105.9	106.5	96.1	110.4	108.2	112.2	104.5	104.0
CNC(=O)c1cc(Oc2cccc3nc(NC(=O)c4ccc(Cl)cc4Cl)ccc23)ccn1	100.5	93.4	/	80.8	88.0	99.2	82.4	94.9	94.9
COc1ccc(-c2cc(-c3c(C)oc4cc5occc5c(OC)c4c3=O)nc(N)c2C#N)cc1OC	77.4	48.9	75.7	62.6	52.1	81.9	74.6	92.9	61.2
COc1cccc(C(=O)N(c2ccc(F)cc2C(F)(F)F)C(C(=O)NC(C)(C)C)c2cc3c(C)cc(C)cc3nc2Cl)c1 (stereo not given)	104.7	93.6	88.8	80.4	96.6	107.9	109.4	100.6	84.5
C[C@@H]1C(=O)N(C[C@H](Cc2ccccc2)N(Cc2ccccc2)Cc2ccccc2)[C@]1(Cc1ccccc1)C(=O)OC(C)(C)C	54.5	49.2	73.1	27.9	40.3	77.6	28.8	108.7	66.7
O=C(O)c1ccc(-n2cc(CNc3cccc(Br)c3)c(-c3ccc(C(F)(F)F)cc3)n2)cc1	77.0	58.1	92.4	62.1	49.3	81.3	83.7	103.1	60.5
O=C(N/N=C/c1ccccc1Cl)c1ccccc1	103.9	101.0	110.2	102.2	90.3	103.2	103.4	99.3	97.8
Cc1ccc(C)o1	109.2	104.8	104.2	137.6	100.3	112.2	125.1	110.4	107.3
NC(=O)C(=CNC(=S)N=Nc1c(O)[nH]c2ccccc12)C(N)=O	107.1	96.3	93.4	92.1	97.4	/	97.5	105.2	94.7
O=C(O)c1ccccc1C(=O)OC1CC2CCC1C2 (stereo not given)	103.9&102.5	104.7&104.9	101.9&99.1	102.6&101.4	116.6&99.7	108.6&122.5	106.1&110.9	109.4&102.5	96.9&102.4
CCCCOc1cc(C(=O)O)ccc1[N+](=O)[O-]	107.8	98.9	96.4	91.7	95.1	102.6	108.6	103.2	102.6
CCCCCCCC(=O)OC1CCC(C2CCCCC2)CC1 (stereo not given)	110.3	96.9	114.5	98.9	104.9	112.0	107.1	103.1	114.9
NC(=O)SCC(=O)Nc1cccc(O)c1	109.1	103.8	101.6	89.0	99.2	108.6	114.8	/	108.3
CCOC(CCC#N)c1ccccc1 (stereo not given)	122.7	101.2	97.3	102.7	102.3	117.2	/	96.8	107.6
c1ccc([Se]CCCN2CCN(CCC[Se]c3ccccc3)CC2)cc1	115.5	101.4	113.1	102.2	-58.4*	109.3	100.9	121.4	118.6
COc1ccc(CSc2nc3cc(OC)c(OC)cc3c(=O)n2-c2ccc(OC)cc2)cc1	113.5	98.2	107.9	91.4	85.0	/	92.3	103.2	103.0
CN(NC(=O)c1cnccn1)c1nc2cc(F)ccc2n2cccc12	46.9	47.7	64.4	66.9	41.0	55.3	34.4	76.4	59.8
CCCC(C)(O)c1ccccc1 (stereo not given)	106.2	103.0	110.4	96.0	100.3	108.3	96.9	106.8	107.5
